TRb-SRC2 inh: TRbeta-SRC2 interaction inhibition; actives 0.065% (n = 280,000); AID 1469; Potency, µM (top dose mostly 106 µM), for inactives: at the highest dose activity change, negative = inhibition, usual class: inhibitors; TRbeta-SRC2 peptide binding, fluorescence polarization; receptor liganded with 1 µM T3;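 note: plate controls were bound peptide for no effect and peptide without receptor for full effect; nearly all actives have a fitted effect of over 50% in size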
Target sequence (P10828 whole entry, looked up): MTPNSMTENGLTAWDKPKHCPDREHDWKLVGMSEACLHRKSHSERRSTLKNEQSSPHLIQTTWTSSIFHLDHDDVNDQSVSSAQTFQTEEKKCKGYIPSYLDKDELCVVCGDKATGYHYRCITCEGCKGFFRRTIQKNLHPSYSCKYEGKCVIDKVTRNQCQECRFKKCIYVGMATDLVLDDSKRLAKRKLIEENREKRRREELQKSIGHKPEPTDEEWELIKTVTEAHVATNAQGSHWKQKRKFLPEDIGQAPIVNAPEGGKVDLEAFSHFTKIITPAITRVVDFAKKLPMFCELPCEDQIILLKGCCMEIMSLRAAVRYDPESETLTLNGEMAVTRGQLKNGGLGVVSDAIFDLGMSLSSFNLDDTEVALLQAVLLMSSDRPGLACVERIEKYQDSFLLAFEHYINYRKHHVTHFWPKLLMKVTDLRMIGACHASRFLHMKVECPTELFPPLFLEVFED
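Fluorescence polarization of 20 nM Texas Red SRC2 peptide (20-aa NR interaction domain) bound to 0.6 uM human TRb ligand-binding domain, with 1 uM T3, after 5 hr at ambient temperature; inhibition seen as decreased polarization.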
HTT cytoprotect: protects HTT-Q103 PC12 cells, measured by ATP; Potency, µM (series often up to 56.4 µM), for inactives: cytoprotection (ATP increase), actives largely listed as activators; actives 0.14% (n = 230,000); PC12 HTT-Q103 induced, cytoprotection, ATP luminescence, 40 h;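 note: % of control where 0% means no effect; nearly all actives have a fitted effect of over 45% in size; toxic huntingtin expression switched on by the ecdysone agonist tebufenozide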
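Compounds added alongside 100 nM tebufenozide, which induces toxic Q103 huntingtin exon 1-GFP in stable PC12 cells; surviving cells quantified by luminescent ATP measurement. Medium: phenol red-free DMEM, 5% equine and 5% calf serum.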
RECQ1 inh: inhibitors of human RECQ1 DNA helicase. P46063. RECQ1 DNA unwinding, red fluorescence kinetic read. Potency, µM (series often up to 57.3 µM), inactives show top-dose activity, negative = inhibition, usual class: inhibitors. actives 0.54% (n = 240,000). AID 2549;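 note: plate controls were vehicle for no effect and no enzyme for full effect; nearly all actives have a fitted effect of over 30% in size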
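RECQ1T1 50 nM; forked duplex (20 bp + 30-nt ss tails) 200 nM, ATP 2 mM final; pH 8.0, 2 mM MgCl2, 2.5 ug/ml poly(dI-dC); 15 min compound preincubation; discontinuous kinetic read over 2 h at RT.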
Tau fibril ThT: blocks human tau fibril formation measured by thioflavin T; recombinant tau K18 P301L, heparin-induced fibrillization, ThT fluorescence; Potency, µM (doses to about 57.4 µM), without a hit: top-dose activity, negative = inhibition, usual class: inhibitors; actives 2.1% (n = 270,000); AID 1460; note: % is set by controls: 0 for no effect and ±100 for the full control effect; nearly all actives have a fitted effect of over 55% in size
Target sequence (P10636 561-689 P618L limits assumed): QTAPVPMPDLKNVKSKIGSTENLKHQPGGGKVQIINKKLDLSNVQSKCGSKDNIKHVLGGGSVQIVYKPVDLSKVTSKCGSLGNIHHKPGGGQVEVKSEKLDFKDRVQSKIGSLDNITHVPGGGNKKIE
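Heparin-induced fibrillization of the P301L-mutant K18 repeat-domain fragment of human tau was followed by ThT binding in quantitative high-throughput format.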
TR SRC2 fluor cs: counter-screen for TRb-SRC2 inhibitors: fluorescence interference | actives 0.29% (n = 280,000) | TRb/SRC2 Texas Red total fluorescence interference | Potency, µM (titrated, usually from 106 µM), for the others: top-dose fluorescence change, negative = quenching; active = well fitted curve in either direction with a large enough effect; inconclusive = small, poorly fitted or top-dose-only effect; note: % is set by controls: 0 for no effect and ±100 for the full control effect
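Flags fluorescent or light-absorbing compounds by total fluorescence, S + 2P, at 555 nm excitation and 632 nm emission. Mixture: 20 nM Texas Red SRC2 peptide, 0.6 uM human TRb LBD, 1 uM T3, 5% DMSO; compound exposure 5 h at ambient temperature.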
L3MBTL1 block: L3MBTL1 (human) inhibition; Q9Y468; AlphaScreen L3MBTL1–H3K9me1 peptide binding; Potency, µM (doses to about 57.1 µM), without a hit: at the highest dose activity, negative = inhibition, hits mostly inhibitors; actives 0.66% (n = 230,000); AID 485360; note: % is set by controls: 0 for no effect and ±100 for the full control effect; nearly all actives have a fitted effect of over 60% in size
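First, the protein-peptide complex forms for 30 min at room temperature (L3MBTL1 50 nM, biotinylated H3K9me1 peptide 75 nM). Next, compounds are pin-transferred and incubated 30 min. Finally, AlphaScreen beads are added and read after 30 min.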
Tau FP inhib: inhibitors of human tau fibril formation; P10636; K18 P301L tau heparin fibrillization, Alexa594 FP, 6 h; Potency, µM (doses to about 57.7 µM), for the others: top-dose activity, negative = inhibition, hits mostly inhibitors; actives 0.39% (n = 280,000); AID 1468; note: % is set by controls: 0 for no effect and ±100 for the full control effect; nearly all actives have a fitted effect of over 55% in size
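Compound effects on tau fibrillization are measured by Alexa 594 fluorescence polarization (ex 555, em 632 nm). K18 P301L tau is used at 15 uM with 0.24 uM labeled tracer, and 20 uM heparin induces aggregation over 6 hr at 37 C.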
Tau fluor cs: counter-screen for tau fibril formation inhibitors | tau K18 P301L Alexa594 fluorescence, heparin fibrillization | Potency, µM (titrated, usually from 57.7 µM), for inactives: top-dose activity change, negative = decrease | actives 0.93% (n = 280,000); note: % is set by controls: 0 for no effect and ±100 for the full control effect; nearly all actives have a fitted effect of over 55% in size
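Human tau K18 P301L (15 uM unlabeled, 0.24 uM Alexa 594-labeled) in 100 mM sodium acetate pH 7 with 20 uM heparin, 6 hr at 37 C. ThT 30 uM added, 1 hr ambient; Alexa 594 FP and total fluorescence read at 555/632 nm.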
An asterisk follows results filed as active; i = inactive; u = inconclusive; x = no result given; & = joins results of further samples; [ ] = another dose, or the depositor's remark. Unless noted, calls come from the whole dose curve; as a rule, active = well fitted curve in the direction sought with a large enough effect; inconclusive = small, poorly fitted or top-dose-only effect, or another doubt; inactive = no such curve, though single readings can be large; an effect the other way counts as inactive or inconclusive. Potency is the fitted concentration of half-maximal effect. This is a subset; rates above refer to the full screens.

SMILES	TRb-SRC2 inh	HTT cytoprotect	RECQ1 inh	Tau fibril ThT	TR SRC2 fluor cs	L3MBTL1 block	Tau FP inhib	Tau fluor cs
COc1ccc(C2=CC3=C(Br)C(=O)C(C)(OC(=O)CCc4ccccc4)C(=O)C3=CO2)cc1 (configuration not stated)	2%	-14%	i	-2%	-1%	x	5%	-5%
Cc1cc(=O)oc(C)c1C(=O)NCCC(C)C	2%	-1%[10 µM]	-2%	-6%	2%	3%	4%	-7%
O=C(O)C(O)c1ccccc1 (configuration not stated)	3%&-1%&-2%&2%	10%	-12%&-11%&-7%	3%	-2%&0%&-1%&0%	7%	-2%	4%
COc1cccc(CNC(=O)C(NS(=O)(=O)c2cccs2)C(C)C)c1 (configuration not stated)	-2%	x	x	-4%	0%	x	-4%	-13%
CC(C)(C)N(Cc1cc2ccccc2[nH]c1=O)C(=O)c1cccnc1	4%	-11%[0.074 µM]	i	-4%	-2%	10%	-3%	2%
N#Cc1nc(Cc2ccccc2)oc1NCCCn1ccnc1	1%	-9%	i	-10%	-2%	-5%	-12%	-10%
COc1ccc(C(=O)NNC(=S)NC(=O)C(C)(C)C)cc1	-12%	x	i	-4%	-7%	46%[activator]	-3%	3%
COc1ccc(N(C(=O)c2ccc(OC)c(OC)c2)S(=O)(=O)c2ccc(Cl)cc2)cc1	-2%	x	x	u	u	x	0%	u
O=C1CN(C(=S)Nc2ccc(OC(F)F)cc2)CCN1	-2%	8%[10 µM]	i	-3%	-1%	15%	-1%	-3%
COc1ccc(N2CCN(c3oc(/C=C/c4ccccc4OC)nc3C#N)CC2)cc1	4%	x	x	-4%	-2%	x	u	u
CSc1cccc(NC(=O)CN(C)S(=O)(=O)c2ccc(F)cc2)c1	-2%	-20%[0.074 µM]	i	5%	1%	x	0%	-5%
COc1ccc(-c2cc(C(=O)NCCN3CCOCC3)c3ccccc3n2)cc1	1%	-23%	i	-4%	-2%	8%	0%	1%
CCOc1ccc(N(CC(=O)OC)S(=O)(=O)c2ccc3c(c2)n(C)c(=O)c(=O)n3C)cc1	-4%&-4%	-17%	-17%	-7%&-6%	2%&-5%	x	-2%&3%	-3%&-14%
Cc1ccc(CN(C)CCc2ccccn2)cc1	3%	3%	13%	-4%	-1%	x	-8%	-1%
O=C1S/C(=C\c2ccccn2)C(=O)N1Cc1ccccc1F	-3%	x	-4%	1%	-2%	2%	6%	3%
Cc1c(C2CCN(CCc3ccccc3)CC2)noc1-c1ccc(Cl)cc1	0%&-8%	-63%&-26%[inhibitor]	3%&0%	-11%&-9%	-2%&0%	x	-11%&2%	-14%&-9%
CCn1cc([N+](=O)[O-])c(C(=O)Nc2ccn(C34CC5CC(CC(C5)C3)C4)n2)n1	-7%	x	-15%	-8%	-2%	-4%	15%	-12%
S=c1[nH]nc(-c2cccnc2)n1/N=C/C=C/c1ccco1	0%	-8%[10 µM]	u	u	-5%	22µM*	-9%	-12%
O=C(CSc1ccccn1)Nc1cccc(NC(=O)CSc2ccccn2)n1	8%	4%	-1%	-8%	0%	x	-12%	-16%
O=C(CCc1ccc(S(=O)(=O)NCc2ccccc2)cc1)NCc1ccc2c(c1)OCO2	-3%	-4%	i	-12%	-4%	x	-1%	-22%
CC1(C)OC2C(O1)[C@@H](CO)O[C@H]2n1cnc2c(N)ncnc21 (some centres not stated)	-5%	14%[10 µM]	1%	4%	0%	9%	7%	1%
O=C(CN1c2ccccc2Sc2ccccc21)NNC(=S)Nc1ccc(Cl)cc1	-2%	15%[10 µM]	-13%	x	-3%	x	x	x
N#Cc1ccc(-c2ccccc2)nc1SCC(=O)c1cccc(Cl)c1	-12%	4%	-4%	-14%	-3%	6%	5%	-26%
CCCn1nc(C(=O)NCCN2CCOCC2)c2ccccc2c1=O	-1%	3%	i	2%	0%	x	2%	8%
C=CCn1c(=O)c2ccccc2n2c(SCc3c(C(=O)OCC)oc4ccccc34)nnc12	10%	-8%	2%	2%	2%	0%	2%	0%
CC1CCN(C(=O)c2ccc(S(=O)(=O)N(C)C)cc2)C(C)C1 (configuration not stated)	6%	0%	-16%	-1%	-1%	x	0%	-4%
COC(=O)/C(=C\Nc1ccc(Oc2ccc(F)cc2F)nc1)NC(=O)c1ccccc1	-4%	8%[10 µM]	-11%	-9%	0%	-6%	-5%	-13%
Cc1ccccc1-c1nc(CN2CCC(C(=O)NCc3ccco3)CC2)c(C)o1	11%	-10%	-4%	-13%	-1%	-6%	0%	-5%
CCOc1cc(NC(=O)C2CC2)c(OCC)cc1NC(=O)c1ccccn1	6%	-19%	-2%	u	0%	x	u	u
CCN1C(=O)C2(SC(NC(C)=O)=NN2C(C)=O)c2cc(C)ccc21 (configuration not stated)	-3%	-9%	-3%	-11%	-5%	-4%	-1%	-6%
CCCNc1nc(NCc2ccccc2OC)c2cnn(C)c2n1	-8%	x	x	-14%	-1%	x	-2%	-23%
CCC(=O)N1c2ccc(S(=O)(=O)CCC(=O)Nc3nccs3)cc2CC1C (configuration not stated)	-5%	2%	i	-1%	0%	-3%	3%	5%
CCOc1ccc(N2C(=O)S/C(=C\c3cc(OC)c(OC)c(OC)c3)C2=O)cc1	0%	-20%[10 µM]	-4%	-21%	-3%	11%	1%	-12%
O=C(Cn1ncc2c(Cl)cccc21)NCc1cccc(Br)c1	0%	x	x	-11%	1%	x	-8%	-6%
CCCOc1ccc(C2c3c(oc4cc(C)c(C)cc4c3=O)C(=O)N2CCCN(C)C)cc1 (configuration not stated)	-4%	-14%	-6%	u	0%	u	6%	-17%
Cc1ccc2c(C)c(C(=O)N(Cc3cccs3)C3CCS(=O)(=O)C3)oc2c1 (configuration not stated)	0%	-10%	-23%	-15%	-2%	x	1%	-7%
Nn1c(SCc2cn3ccccc3n2)nnc1-c1ccncc1	6%	-54%[inhibitor]	i	-6%	-1%	1%	-1%	1%
c1cncc(-c2cccnc2)c1	2%	-9%	-5%	6%	-1%	5%	6%	8%
CCCn1nnc(NC(=O)c2cc3ccccc3o2)n1	9%	-1%[0.074 µM]	-2%	-4%	-1%	34%[activator][11.4 µM]	1%	5%
CCn1ncc(Br)c1C(=O)N(C)C12CC3CC(CC(C3)C1)C2	-3%	-7%	8%	-10%	2%	7%	0%	-9%
O=C(O)/C=C\c1cn(-c2ccccc2)nc1-c1cc2ccccc2o1	2%	-17%	22%	u	-1%	-6%	-5%	-20%
Cc1cc(O)c(C(C)C)cc1NS(=O)(=O)c1ccccc1	-4%	5%[0.074 µM]	-18%	-2%	-5%	x	5%	-11%
O=C(NCc1cccnc1)NC(C(F)(F)F)C(F)(F)F	-5%	-3%	-7%	-10%	1%	7%	3%	-3%
O=C(O)CN1C(=O)C2C3CC(C2C1=O)C1C(c2ccc(F)cc2)c2sc(=O)[nH]c2SC31 (configuration not stated)	2%	-1%	1%	u	1%	x	-11%	-11%
COc1ccccc1CNC(=O)CSc1ccc(-c2ccccn2)nn1	-1%	-28%	-5%	-6%	-1%	x	2%	-2%
O=C(/C=C/c1ccccc1)NC1CC2CCCC(C1)N2Cc1ccccc1 (configuration not stated)	6%	10%[10 µM]	10%	5%	-1%	x	0%	7%
CCOc1ccc(N2CC(NC(=O)c3cc4ccccc4o3)CC2=O)cc1 (configuration not stated)	3%	x	x	-12%	0%	x	-8%	-12%
Cc1ccc(S(=O)(=O)N(CCC(=O)O)Cc2ccc(Cl)cc2)cc1	-2%	-8%	-11%	-7%	-4%	x	5%	-3%
CCOC(=O)N1CCN(C(=O)c2cccc(NS(=O)(=O)c3ccc(F)c(F)c3)c2)CC1	-2%	21%[10 µM]	-1%	-14%	1%	7%	6%	-11%
Nc1ncnc2c1ncn2CCN1CCOCC1	-7%	-8%	i	-1%	0%	x	3%	-2%
CCCCC(=O)NC(=S)Nc1ccccc1C(=O)Nc1ccccc1	6%	u	-4%	-7%	-5%	-5%	11%	-14%
CC(C)NC(=O)NNc1c(Cl)cncc1Cl	1%	-3%[10 µM]	-8%	x	-8%	x	-6%	u
Cc1cc(C)c2c(N)c(C(=O)Nc3nccs3)sc2n1	1%	-144%[inhibitor]	-20%	u	-6%	10%	6%	-26%
COc1cc2c(cc1OC)C(C(=O)c1ccc(OC)c(OC)c1O)=NCC2	-3%	-30%	9%	-3%	-2%	x	-9%	-10%
COc1ccccc1CNC(=O)c1ccccc1N	1%	9%[10 µM]	i	-14%	2%	x	-11%	-19%
CC(=O)Nc1nonc1-c1nnc(SCC(=O)Nc2ccc(C)cc2C)n1C	3%	x	x	-6%	0%	x	-2%	-12%

Compound activity from PubChem.
